Mdm2 ligase inh: MDM2-luciferase reporter signal enhancers, primary screen, MDM2 E3 ligase inhibitor project, cell-based, luminescence, 1536-well; E3 ubiquitin-protein ligase Mdm2 (Homo sapiens), Q00987; cell-based MDM2 ubiquitination luciferase reporter, 2 h; 0 = plate control, 100 = twice control, blank-subtracted; signal enhancement, % at 5 µM; 210,000 tested, 0.11% active; AID 1230, 2008;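 active = signal enhancement of 30% or more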;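 note: luminescence tracks abundance of the self-degrading MDM2-luciferase fusion protein; higher signal means inhibition of MDM2 E3 ligase activity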
Target sequence (Q00987 whole entry, looked up, the tested form may be a part): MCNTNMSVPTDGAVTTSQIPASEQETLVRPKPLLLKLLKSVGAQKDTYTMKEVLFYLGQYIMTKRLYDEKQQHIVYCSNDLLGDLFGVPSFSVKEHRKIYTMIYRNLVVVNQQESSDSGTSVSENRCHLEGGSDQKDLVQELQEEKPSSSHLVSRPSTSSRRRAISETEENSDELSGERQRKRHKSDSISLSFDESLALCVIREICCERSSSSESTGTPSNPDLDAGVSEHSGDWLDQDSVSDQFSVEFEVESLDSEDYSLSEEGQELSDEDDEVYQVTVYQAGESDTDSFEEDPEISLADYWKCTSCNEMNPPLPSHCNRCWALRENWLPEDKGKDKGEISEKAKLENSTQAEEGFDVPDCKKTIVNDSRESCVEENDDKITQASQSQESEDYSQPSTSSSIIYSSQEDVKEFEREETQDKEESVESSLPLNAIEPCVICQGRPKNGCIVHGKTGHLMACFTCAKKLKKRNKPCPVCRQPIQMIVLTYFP
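Timing – 2 h compound exposure at 37 °C · Assay system – mammalian cells stably expressing self-ubiquitinating, self-degrading MDM2 E3–luciferase fusion · Amount – 2000 cells seeded into each well · Measure – % luminescence enhancement versus blank-corrected plate control mean · Measured by – SteadyLite luminescence, 15 min reagent step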
p97 inhibitor: inhibitors of human p97 ATPase, primary screen, biochemical; inhibition, % at 8 µM; 220,000 tested, 0.42% active; AID 1481, 2009; Transitional endoplasmic reticulum ATPase (Homo sapiens), P55072; recombinant p97 ATPase, Kinase-Glo ATP luminescence, 3 h; in the data active = inhibition above about 15%;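 note: 0% = DMSO vehicle and 100% = wells lacking enzyme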
14-3-3 Bad inh: inhibitors of 14-3-3 zeta/Bad binding, primary screen, biochemical, TR-FRET, bovine 14-3-3 zeta; 14-3-3 protein zeta/delta (Bos taurus), P63103; TR-FRET 14-3-3zeta/Dy647-pBad peptide displacement, 1 h; inhibition, % at 21.7 µM; 220,000 tested, 0.71% active; AID 781, 2007;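 active = inhibition above about 70%, limit read from the data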;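 note: 0% = full 14-3-3 plus peptide FRET controls and 100% = background without 14-3-3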
FXIa inh 1536: human FXIa protease inhibitors, primary screen, biochemical, 1536-well. Coagulation factor XI (Homo sapiens), P03951. purified FXIa, Boc-Glu-Ala-Arg-AMC fluorogenic substrate. inhibition, % at 5 µM. 220,000 tested, 0.14% active;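 active = inhibition of at least 40%; inactive = inhibition below 40%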;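 note: fluorescence of freed AMC excited at 355 nm; 0% = enzyme without compound and 100% = no enzyme blank; many of its hits are not listed in these tables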
eIF4E 4G PPI: eIF4E–eIF4G protein interaction inhibitors, primary screen, biochemical, uHTS, TR-FRET, eIF4GI fragment. TR-FRET eIF4E-eIF4GI(517-606) binding, 2 h. inhibition, % at 21.7 µM. 220,000 tested, 0.37% active. AID 782, 2007;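 active = inhibition above about 30%, limit read from the data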;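 note: 0% = full FRET control wells and 100% = background wells lacking eIF4GI fragment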
KLK5 inh: human KLK5 protease inhibitors, primary screen, biochemical, 1536-well; inhibition, % at 5 µM; 210,000 tested, 0.59% active; Kallikrein-5 (Homo sapiens), Q9Y337; recombinant hK5, fluorogenic AMC substrate cleavage;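 active = inhibition of 40% or more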;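 note: 0% = enzyme controls without compound and 100% = no-enzyme blanks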
FXIIa inh: human FXIIa protease inhibitors, primary screen, biochemical, 1536-well. 220,000 tested, 0.3% active. Coagulation factor XII (Homo sapiens), P00748. inhibition, % at 5 µM. purified FXIIa, Boc-QGR-AMC fluorogenic substrate, 2 h; in the data active = inhibition above about 40%;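 note: 0% = enzyme with no compound and 100% = blank without enzyme; many of its hits are not listed in these tables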
Target sequence (P00748 20-372 limits assumed): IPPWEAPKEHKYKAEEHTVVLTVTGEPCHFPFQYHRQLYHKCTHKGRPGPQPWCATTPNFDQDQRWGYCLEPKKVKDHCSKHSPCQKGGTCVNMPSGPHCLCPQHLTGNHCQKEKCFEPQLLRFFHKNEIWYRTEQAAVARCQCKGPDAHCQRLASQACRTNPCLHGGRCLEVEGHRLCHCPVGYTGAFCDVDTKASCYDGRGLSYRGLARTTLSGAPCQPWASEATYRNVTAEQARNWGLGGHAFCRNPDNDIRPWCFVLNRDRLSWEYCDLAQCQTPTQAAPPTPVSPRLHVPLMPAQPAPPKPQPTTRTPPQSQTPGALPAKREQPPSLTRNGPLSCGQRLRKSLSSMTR
Target sequence (P00748 373-615 limits assumed): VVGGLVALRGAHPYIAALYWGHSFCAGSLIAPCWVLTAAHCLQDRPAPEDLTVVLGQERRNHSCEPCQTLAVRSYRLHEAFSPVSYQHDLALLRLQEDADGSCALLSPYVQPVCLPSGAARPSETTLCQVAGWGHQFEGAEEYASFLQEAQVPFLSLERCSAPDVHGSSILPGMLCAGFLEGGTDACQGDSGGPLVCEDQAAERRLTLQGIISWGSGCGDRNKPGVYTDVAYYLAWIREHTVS
Rad51 HR inh: human RAD51 strand exchange inhibitors, primary screen, biochemical, fluorescence; DNA repair protein RAD51 homolog 1 (Homo sapiens), Q06609; hRad51 DNA strand exchange, fluorescence dequenching; inhibition, % at 10 µM; 200,000 tested, 0.085% active; AID 1385, 2008;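 active = inhibition above 40% at the single screening dose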;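 note: 0% = DMSO control wells and 100% = blanks with heterologous ssDNA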
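Material: human Rad51–ssDNA filaments; Probe or stimulus: labelled 47-mer dsDNA for strand exchange; Doses: single 10 µM dose; Incubation: 37 °C 15-min filament assembly, 30-min compound preincubation, 15-min exchange; Technique: FRET fluorescence dequenching, excitation 485 nm, emission 520 nm; Measure: Fluorescence-based percent inhibition, control- and blank-normalised; Benchmarks: plate control and blank wells.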
Wee1 degr inh: Wee1 degradation inhibitors, primary screen, cell-based, HeLa, Wee1K328M-luciferase, luminescence. HeLa Luc-Wee1K328M stability; 100% = proteasome inhibitor MG132 effect. Wee1-like protein kinase (Homo sapiens), P30291. reporter increase, % at 5 µM. 220,000 tested, 1.2% active;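 active = activation above the mean of all tested compounds plus 3 SD, set per screening run, cut at about 8.8% in these data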;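 note: cells exposed to compound for 20 h before luminescence read; 0% = DMSO alone and 100% = MG132 at 30 µM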
* hit, by the source's call; . = no result given; [ ] = remark or other dose.

Sample of the layout (3 entries):
SMILES	Mdm2 ligase inh	p97 inhibitor	14-3-3 Bad inh	FXIa inh 1536	eIF4E 4G PPI	KLK5 inh	FXIIa inh	Rad51 HR inh	Wee1 degr inh
Cc1nnc(NC(=O)c2sc3nc(-c4cccs4)cc(C(F)(F)F)c3c2N)s1	-12	-5	-2[fluorescence artefact?]	-5	5[fluorescence artefact?]	8	4	18	0
COC(=O)c1ccc(NC(=O)COc2ccc([N+](=O)[O-])cc2)cc1	-17	0	7	5	5	4	6	-28	-5
CSc1nnc([C@H](Cc2c[nH]c3ccccc23)NC(=O)OC(C)(C)C)o1	11	3	1	0	-9	-1	6	3	0

The listing, previewed entries included:
SMILES	Mdm2 ligase inh	p97 inhibitor	14-3-3 Bad inh	FXIa inh 1536	eIF4E 4G PPI	KLK5 inh	FXIIa inh	Rad51 HR inh	Wee1 degr inh
Cc1nnc(NC(=O)c2sc3nc(-c4cccs4)cc(C(F)(F)F)c3c2N)s1	-12	-5	-2[fluorescence artefact?]	-5	5[fluorescence artefact?]	8	4	18	0
COC(=O)c1ccc(NC(=O)COc2ccc([N+](=O)[O-])cc2)cc1	-17	0	7	5	5	4	6	-28	-5
CSc1nnc([C@H](Cc2c[nH]c3ccccc23)NC(=O)OC(C)(C)C)o1	11	3	1	0	-9	-1	6	3	0
CCCCN(C(=O)Cn1nnc2ccccc21)C(C(=O)NCCOC)c1cccs1 (configuration not stated)	0	1	0	4	10[fluorescence artefact?]	-10	15	-4	-1
Cc1nc(Oc2ccccc2)c2oc3ccccc3c2n1	-1	1	2[fluorescence artefact?]	-5	2[fluorescence artefact?]	-19	2	5	-2
CCc1c(C)nc2ncnn2c1Nc1ccc(C)c(C)c1	2	-9	19	7	4[fluorescence artefact?]	-5	10	-6	-1
O=C(Nc1ccc(Br)cc1)c1csc(-c2ccncc2)n1	-5	-1	-4	-6	1	-2	5	-2	4
CN1C(=O)c2cccc(NC(=O)Cc3ccccc3)c2C1=O	-9	-3	-5	4	1	-7	15	-1	1
Cc1csc2ncc(C(=O)Nc3ccccc3Cl)c(=O)n12	8	5	51	0	2	1	4	0	4
Cc1ccc(C(=O)NC(C)c2ccc(F)cc2)cc1 (configuration not stated)	-14	0	0	0	3	-2	4	-7	-1
CCN(CCCn1c(=S)[nH]c2ncccc2c1=O)c1ccccc1	-5	2	-13	11	-5	12	5	-3	4
Fc1cnc(N/N=C/c2ccc(-c3ccc(Br)cc3)o2)nc1N1CCOCC1	-12	3	-5	4	-1	0	4	12	7
CCn1c(N2CCN(C(=O)C34CC5CC(CC(C5)C3)C4)CC2)nc2ccccc21	-13	5	-5	-14	11[fluorescence artefact?]	-9	-11	-1	2
Cc1ccc(Cn2cc(SCC(=O)Nc3nccs3)c3ccccc32)cc1	-5	-3	-1	2	-5	-13	8	2	-2
CCC(CC)C(=O)c1c[nH]c(C(=O)NCCc2ccccn2)c1	-12	0	-4	1	-5	-5	10	-10	-1
N=C1CCCN1CC(=O)c1cccs1	-12	4	-9	-3	-1	0	7	-6	-4
CC(C)c1cc(-c2cc(-c3ccccc3)on2)nc(NC2CCCC2)n1	-21	.	-2	5	1	4	6	1	.
O=C(/C=C/Nc1ccc(Nc2ccccc2)cc1)c1cccs1	-14	2	-3	2	4	.	7	.	-2
O=C(Nc1cccc(C(F)(F)F)c1)c1cccnc1N1CCOCC1	-29	3	25[fluorescence artefact?]	15	6[fluorescence artefact?]	-10	8	15	1
CCOC(=O)N1CCc2c(sc(NC(=O)CN3CCOCC3)c2C(=O)Nc2ccccc2)C1	-12	1	0	6	6	-14	2	1	-2
O=C(NC(c1ccccc1)c1ccccc1)N1CCOCC1	6	4	-12	0	-1	1	8	-3	-2
O=C(NC1CCCCC1)N1CCN(c2nc(-c3ccccc3)cs2)CC1	-7	-4	-1	-4	-1	-2	7	5	-4
O=C(NC(=S)Nc1cc(C(F)(F)F)ccc1N1CCOCC1)c1ccco1	-23	-10	1	7	1	42*	28	-13	1
Cc1ccc(=O)n(C(C(=O)NCc2ccco2)C(=O)c2ccc(F)cc2)c1 (configuration not stated)	-15	-2	-11	3	0	-20	17	-3	-1
CNC(C)c1cc(OC)ccc1OC (configuration not stated)	-10	-3	0	-5	0	3	12	8	-2
O=c1c2ccccc2nc(SCc2ccc([N+](=O)[O-])cc2)n1-c1ccccc1	-3	1	-6	4	6	3	8	.	-1
COc1cc(NC(=O)COC(=O)c2ccc(S(=O)(=O)N3CC(C)CC(C)C3)cc2)c(C)cc1[N+](=O)[O-] (configuration not stated)	-7	-4	55	-8	1	-50	-1	-5	-4
COc1ccccc1C(=O)N1CCN(c2nc3cc(C)c(C)cc3cc2C#N)CC1	-6	-1	12	-4	1	10	4	3	-3
O=C(C1=C[C@@H](c2ccc3c(c2)OCO3)C[C@@H](OCc2ccc(CO)cc2)O1)N1CCOCC1	.	2	5	0	3	1	9	4	1
CC1CCN(C(=O)CN2C(=O)C(=O)c3ccccc32)CC1	-19	2	-9	-14	11	2	-3	-10	-2
CC(C)C(c1nnnn1Cc1cccs1)N1CCN(C2CCCC2)CC1 (configuration not stated)	13	1	6	-4	0	-4	5	3	0
CC(=O)OCC(=O)C1(O)CCC2C3CCC4=CC(=O)C=CC4(C)C3C(O)CC21C (configuration not stated)	-5	-5	3	8	2	3	3	-13	8
Cc1ccccc1C(=O)NC(C(N)=O)P(=O)(OC(C)C)OC(C)C (configuration not stated)	-8	-1	-14	-2	-9	-4	5	-5	2
O=C1OCCC1Sc1nnc(-c2ccc(Cl)cc2Cl)o1 (configuration not stated)	-29	5	-13	0	1	-4	6	-7	-2
Cc1cc(C)n(C2=NS(=O)(=O)c3ccccc32)n1	-5	4	62	5	9	-14	-3	-3	-4
CNc1ccccc1C(C)(C)c1cc(-c2ccco2)n[nH]1	-11	-4	6	-6	-12	2	11	-3	0
O=C(CN1C(=O)CSc2ncccc21)N1CCOCC1	1	6	0	1	-5	0	10	4	-1
CCN1C(=O)CC(C(=O)O)SC1=Nc1ccc(OC)cc1 (configuration not stated)	-18	0	9	-4	-3	6	-4	6	0
CCNc1nc(NCC)nc(N(C#N)C(C)C)n1	-4	2	-2	2	1	2	12	-11	1
CCOC(=O)/C(=N\Nc1cc(Cl)ccc1Cl)N1CCOCC1	-1	4	-22	-5	-4	-9	4	14	1
Cc1ccc(NC(=O)/C=C\C(=O)NCC(=O)O)cc1C	-1	1	11	6	-4	-19	12	.	-1
Cc1ccc(CCNC(=O)CN(C)S(=O)(=O)c2ccc3c(c2)c(=O)n(C)c(=O)n3C)cc1	-3	1	6	-6	1	30	-3	5	1
CCc1cccc(C)c1NC(=O)CN(C)Cc1cccc(F)c1	-9	-4	11	-3	-1	-3	-1	-2	-4
Cc1ccc(C(=O)Nc2ncc(Cc3ccc(SC(F)F)cc3)s2)cc1	-13	-4	2	-9	2	2	1	6	-1
CCn1c(SCC(=O)NCc2ccc(F)cc2)nc2c(c1=O)SC(C)C2 (configuration not stated)	-17	2	13	16	0	10	18	-6	-3
CC(C)(C)OC(=O)C(C(=O)OC(C)(C)C)c1ccc(Cl)nn1	2	1	-7	0	0	1	8	-6	-2
Cc1nc(C(=O)N/N=C/c2[nH]ncc2Br)cs1	-11	2	-6	-14	3	-22	2	-4	0
CCOC(=O)c1cnc(-n2nc(C)cc2C)nc1NC(C)c1ccccc1 (configuration not stated)	-6	-7	-4	5	3[fluorescence artefact?]	-16	3	6	-1
CCN(CC)S(=O)(=O)c1cccc(C(=O)N/N=C/c2ccc(N3CCOCC3)cc2)c1	-7	6	-15	1	0	0	7	5	-1
CC(NC(=O)C1CCCCC1)C(=O)NC1=NCCS1 (configuration not stated)	-16	-7	-5	-4	-3[fluorescence artefact?]	-15	12	0	4
N#C/C(=C(/O)COc1cccc2ccccc12)c1nc2ccccc2[nH]1	-14	-4	9[fluorescence artefact?]	3	-3[fluorescence artefact?]	-14	-6	-3	-2
Cc1ccc(CNC(=O)CCc2c(C)nc3ncnn3c2C)cc1	-19	3	3[fluorescence artefact?]	1	0	-5	10	8	3
COc1ccc(C(=S)N2CCOCC2)cc1OC(=O)c1cccc([N+](=O)[O-])c1	-19	2	-9	-1	0	0	11	6	-1
CCC(=O)NC(Nc1cccc(C)n1)(C(F)(F)F)C(F)(F)F	-17	14	-12[fluorescence artefact?]	0	-6[fluorescence artefact?]	-3	11	-6	5
COc1cc(/C=N/n2c(SC)nnc(C(C)(C)C)c2=O)ccc1O	-11	-1	5[fluorescence artefact?]	0	7[fluorescence artefact?]	2	-2	5	1
CCCNS(=O)(=O)c1ccc(OCC(=O)OC)cc1	3	-2	2	0	5	-1	10	-3	-1
O=C(NC(Nc1cc(C(F)(F)F)ccc1Cl)C(=O)c1ccccc1)c1ccccc1 (configuration not stated)	-12	3	23	-1	6	-12	6	-10	-2
CN(CCO)c1cc(N2CCN(C(=O)c3ccco3)CC2)c2nonc2c1[N+](=O)[O-]	.	8	-8	14	-2	-6	14	.	2
Cc1ccc2nc3nc(NCC4CCCO4)c(C(=O)NC4CCCCC4)cc3c(=O)n2c1 (configuration not stated)	-3	4	-1	-10	-4	-7	-5	11	-2
C=CCn1c(SCc2cc(=O)n3cc(C)ccc3n2)nnc1-c1cccc(C)c1	9	-7	5	5	-27	2	16	3	3

Additional results.
SMILES	Mdm2 ligase inh	p97 inhibitor	14-3-3 Bad inh	FXIa inh 1536	eIF4E 4G PPI	KLK5 inh	FXIIa inh	Rad51 HR inh	Wee1 degr inh
O=C(COc1ccccc1)Nc1ccc(N2CCN(C(=O)c3ccco3)CC2)cc1	-12	-4	-8	-3	1	6	5	5	-1
CCc1c(C)sc(NC(=O)Cn2nc(C)c([N+](=O)[O-])c2C)c1C(N)=O	-21	-1	10	-5	11	-4	-1	8	0
CCSc1nc(N)c2c3c(sc2n1)CN(C)CC3	-18	6	-1	0	5	-13	7	-2	-1
FC(F)(F)c1ccc(C2[C@H]3CN(Cc4cccnc4)[C@H](c4ccccc4)C34CC2(c2cccnc2)C4)cc1 (some centres not stated)	3	.	-3	2	-1	2	7	1	.
CCOc1ccc(-c2nnn(CC(=O)NCc3ccco3)n2)cc1	17	0	5	7	-1	5	13	-1	1
CCc1nnc(NC(=O)CSc2nnc(COc3cccc(C)c3)o2)s1	-12	14	7	3	12	1	14	2	1
O=C(O)/C=C/C(=O)Nc1c(F)cccc1F	-1	6	-1	-2	13	-2	5	-12	5
N=c1n(CC(=O)O)c2ccccc2n1Cc1ccccc1Cl	-9	1	12	-4	-3	4	-3	6	7
C=CCN(c1ccccc1)S(=O)(=O)c1ccc2c(c1)oc(=O)n2C	-3	-1	-3	-9	1	15	-8	-9	1

Screening data: PubChem, several laboratories
